CCR6 antag: blocks CCL20-driven beta-arrestin recruitment at human CCR6; P51684; CHO-K1 CCR6 PathHunter beta-arrestin, luminescence, CCL20-stimulated; inhibition, % at 20 µM; actives 0.49% (n = 340,000);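 active = compounds whose inhibition of the agonist-driven luminescence signal at 20 µM reaches about 50%, limit read from the data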;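 note: cells stimulated with CCL20 at 14 nM final; plate controls were DMSO with CCL20 for no effect and DMSO without agonist for full effect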
Target sequence (P51684 whole entry, looked up): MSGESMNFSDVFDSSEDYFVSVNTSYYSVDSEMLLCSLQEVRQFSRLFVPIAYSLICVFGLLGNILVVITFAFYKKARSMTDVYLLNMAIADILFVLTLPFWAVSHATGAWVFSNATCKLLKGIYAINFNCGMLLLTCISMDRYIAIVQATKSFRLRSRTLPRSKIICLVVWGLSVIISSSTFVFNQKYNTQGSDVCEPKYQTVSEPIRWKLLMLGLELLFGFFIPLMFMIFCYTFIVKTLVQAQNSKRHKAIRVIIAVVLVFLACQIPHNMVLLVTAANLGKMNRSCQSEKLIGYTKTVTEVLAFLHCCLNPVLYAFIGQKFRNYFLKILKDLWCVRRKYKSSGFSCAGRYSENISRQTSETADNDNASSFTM
Jurkat NFkB inh: inhibitors of the PMA/ionomycin-induced NF-kB reporter in Jurkat cells | PMA/ionomycin-induced NF-kB luciferase reporter, luminescence | inhibition, % at 4 µM | actives 0.53% (n = 330,000) | AID 435003; in the data active = inhibition above about 50%
CXCR6 block: inhibitors of human CXCR6 receptor; inhibition, % at 20 µM; CHO-K1 PathHunter CXCR6 beta-arrestin, luminescence; actives 0.36% (n = 360,000); O00574; in the data active = inhibition above about 34%, passing the limit was not always enough;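 note: antagonist mode with CXCL16 agonist at 10 nM final; 0% = 10 nM CXCL16 with DMSO and 100% = unstimulated wells without agonist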
UBC13 polyUb: inhibitors of human UBC13 polyubiquitin chain formation; P61088; TR-FRET; inhibition, % at 20 µM; actives 0.47% (n = 330,000); AID 485273; in the data active = inhibition above about 45%, passing the limit was not always enough
Target sequence (P61088 whole entry, looked up): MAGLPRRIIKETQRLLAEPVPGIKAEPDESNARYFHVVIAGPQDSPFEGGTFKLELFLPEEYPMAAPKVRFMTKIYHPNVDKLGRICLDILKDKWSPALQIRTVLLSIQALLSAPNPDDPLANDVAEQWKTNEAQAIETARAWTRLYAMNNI
Gli-Sufu block: Gli-Sufu pathway antagonism. Sufu-KO-LIGHT fibroblasts, Gli luciferase reporter luminescence. inhibition, % at 5 µM. actives 0.74% (n = 340,000);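 active = inhibition above about 55%, limit read from the data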;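 note: 0% = DMSO-treated cells and 100% = wells with medium but no cells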
APJ antag: APJ receptor antagonism. CHO-K1 APJ beta-arrestin complementation, luminescence. inhibition, % at 20 µM. actives 0.32% (n = 330,000);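 active = inhibition above about 40% at 20 µM, limit read from the data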;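 note: cells challenged with 10 nM apelin-13 agonist together with compound; plate controls were apelin-13 plus DMSO wells for no effect and DMSO wells lacking apelin-13 for full effect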
Target sequence (P35414 whole entry, looked up): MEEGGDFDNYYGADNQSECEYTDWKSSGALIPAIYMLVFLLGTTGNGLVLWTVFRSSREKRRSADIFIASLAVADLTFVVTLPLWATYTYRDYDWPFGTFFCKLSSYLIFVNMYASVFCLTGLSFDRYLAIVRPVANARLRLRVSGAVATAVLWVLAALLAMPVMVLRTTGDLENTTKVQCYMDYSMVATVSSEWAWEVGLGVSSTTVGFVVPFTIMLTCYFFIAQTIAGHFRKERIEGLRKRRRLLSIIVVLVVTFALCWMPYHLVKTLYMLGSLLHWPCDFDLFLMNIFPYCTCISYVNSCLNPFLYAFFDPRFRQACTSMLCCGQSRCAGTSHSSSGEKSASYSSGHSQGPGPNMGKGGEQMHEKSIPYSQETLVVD
EBI2 block: antagonists of human EBI2 receptor; actives 0.81% (n = 360,000); EBI2 beta-arrestin recruitment, luminescence, 7a,25-OHC stimulated; inhibition, % at 5 µM; in the data active = inhibition above about 38%;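 note: enzyme fragment complementation signal reports receptor beta-arrestin coupling in cells; 0% = agonist plus DMSO wells and 100% = wells without agonist; some results beyond the cut were filed as inactive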
697 NFkB inh: lowers PMA/ionomycin-induced NF-kB signal in 697 B cells | 697 B-cell NF-kB luciferase reporter, 16 h | inhibition, % at 4 µM | actives 0.33% (n = 330,000) | AID 435022; in the data active = inhibition above about 35%
Active calls of the source: *; / = no result given. The order is random. Share with any hit: about 3%.

SMILES | CCR6 antag | Jurkat NFkB inh | CXCR6 block | UBC13 polyUb | Gli-Sufu block | APJ antag | EBI2 block | 697 NFkB inh
COCCCN1C(=O)C(=O)/C(=C(/O)c2ccc(OC)cc2C)C1c1cccnc1 (centres undefined) | -8 | -9 | 1 | -5 | 4 | 5 | -3 | -19
c1ccc(CCn2nnnc2C(c2cccnc2)N2CCOCC2)cc1 (centres undefined) | -7 | 5 | -10 | 2 | -5 | 8 | -12 | 8
CCOC(=O)c1cc(NC(=O)CN2CCCC2)cc(C(=O)OCC)c1 | 12 | -2 | 4 | -2 | 33 | -2 | -1 | -15
CCOC(=O)c1cc(NC(=O)c2cccnc2)ccc1N1CCOCC1 | -2 | 1 | -4 | 2 | 2 | 7 | -4 | 30
CCN(CC(=O)NC1CCCC1)S(=O)(=O)c1ccc(Br)cc1 | -7 | -13 | -2 | -5 | 1 | 4 | -2 | -2
CSCCC(NC(=O)OC(C)(C)C)C(=O)NC(CC(C)C)C(N)=O (centres undefined) | 13 | 16 | 0 | -7 | -11 | 2 | -7 | 9
COc1ccc(-n2nc3c(c2NC(=O)CCCCl)CSC3)cc1 | 14 | 1 | 12 | 6 | 7 | 12 | -2 | 2
O=C(Nc1ccc(CSc2ccccc2)cc1)c1ccco1 | -4 | -85 | 3 | 6 | -43 | 1 | 2 | -75
Brc1ccc(-c2noc(C3CCCCC3)n2)cc1 | 8 | -58 | -10 | -1 | -31 | 11 | 18 | -46
CCCOP(=O)(OCCC)C(Nc1ccc(C(C)C)cc1)c1ccc([N+](=O)[O-])cc1 (centres undefined) | 20 | -6 | 17 | -11 | 16 | 11 | 22 | -10
Cc1cc(C)cc(OCC(=O)NN2Cc3ccccc3C2=N)c1 | -6 | 0 | -4 | 3 | -14 | 0 | -1 | 16
CCCCN1C(=O)/C(=C(/C#N)C(N)=O)c2ccccc21 | -11 | -12 | -18 | -11 | 7 | -38 | -4 | -23
O=[N+]([O-])c1ccc(NC(=S)N2CCN(S(=O)(=O)c3ccccc3)CC2)cc1 | 29 | 15 | 8 | -6 | -3 | -16 | 1 | 11
O=C(NCCc1ccccc1)c1nc(-c2cccs2)no1 | 2 | -26 | -6 | 6 | -34 | 13 | 8 | -26
NS(=O)(=O)c1ccc(CCNC(=O)Cc2ccc(S(=O)(=O)N3CCOCC3)s2)cc1 | 3 | -10 | -10 | 3 | -6 | -36 | -5 | 2
Cc1ccn2cc(-c3cccc(NC(=O)c4ccccc4)c3)nc2c1 | 5 | -19 | 0 | 6 | -59 | -17 | 3 | -39
CC1(C)Cc2c(cnn2-c2ccc(F)cc2)C(NC(=O)CCC(F)(F)F)C1 (centres undefined) | 9 | -13 | 0 | -7 | -8 | 7 | 9 | -8
Cc1ccc2nc(-c3ccc(N4C(=O)CC(N5CCC(C(N)=O)CC5)C4=O)cc3)sc2c1 (centres undefined) | / | -28 | / | 1 | / | 10 | / | -58
CCNC(=S)NC1CC2CCC(C1)N2Cc1ccccc1 (centres undefined) | 15 | -26 | 3 | 0 | 6 | 9 | -11 | -2
CCCCc1nc2cc(C(=O)N3CCC(O)CC3)ccc2o1 | 0 | -82 | 0 | -8 | -39 | -24 | -7 | -73

Individual results from the entries so far.
`O=C(Nc1ccc(CSc2ccccc2)cc1)c1ccco1` – UBC13 polyUb = 6
`O=C(NCCc1ccccc1)c1nc(-c2cccs2)no1` – EBI2 block = 8
`Cc1cc(C)cc(OCC(=O)NN2Cc3ccccc3C2=N)c1` – CXCR6 block = -4
`CCCCN1C(=O)/C(=C(/C#N)C(N)=O)c2ccccc21` – APJ antag = -38
`CCNC(=S)NC1CC2CCC(C1)N2Cc1ccccc1` (centres undefined) – Gli-Sufu block = 6

Following part.
SMILES | CCR6 antag | Jurkat NFkB inh | CXCR6 block | UBC13 polyUb | Gli-Sufu block | APJ antag | EBI2 block | 697 NFkB inh
CCn1c(CCc2ccccc2)nnc1SCC(N)=O | -1 | 3 | 1 | 2 | -3 | 0 | 5 | 7
CCCSc1ncc(Cl)c(C(=O)Nc2ccc(S(=O)(=O)Nc3ncccn3)cc2)n1 | 4 | 4 | 5 | -16 | -6 | -18 | 2 | -11
COc1ccc(NC(=O)CCC(=O)Nc2nnc(C3CCCCC3)s2)cc1 | 9 | -1 | 1 | -2 | -9 | -15 | -9 | -13
COc1cc(NS(=O)(=O)c2ccc(NC(=S)Nc3ccccc3)cc2)nc(OC)n1 | -2 | 7 | -7 | -8 | 8 | 6 | -2 | 2
Cc1ccc2ncnc(Nc3cccc([N+](=O)[O-])c3)c2c1 | 2 | -1 | 0 | 9 | 3 | 2 | 7 | 2
CCOc1ccc(C(NC(=O)c2ccco2)c2ccc(OC)c(OC)c2)cc1 (centres undefined) | -1 | 5 | 5 | -11 | 3 | 9 | 7 | 19
CCN1CCCC1CN(Cc1cc2c(C)cc(C)cc2[nH]c1=O)C(=O)NC1CCCCC1 (centres undefined) | 16 | 14 | 0 | 5 | -3 | 21 | 7 | -2
O=C(NCCCn1ccnc1)/C(=C/c1cccs1)NC(=O)c1ccco1 | 3 | -18 | 2 | -22 | 0 | 2 | -3 | -37
O=c1[nH]cc(N2CCCCCC2)c(=O)[nH]1 | 1 | 2 | -6 | -22 | 3 | 11 | 1 | 14
CCC(C(=O)N1CCc2cc(OC)c(OC)cc2C1)c1ccccc1 (centres undefined) | -16 | -20 | 1 | -17 | 6 | -17 | 11 | -8
COc1cc(/C=C\C(=O)OCn2nnc3ccccc3c2=O)cc(OC)c1OC | 6 | -10 | 4 | 12 | 12 | 11 | 18 | 11
O=C(COc1ccccc1Cl)N1CCN(c2ccc([N+](=O)[O-])c(N3CCCCC3)c2)CC1 | 15 | -9 | 8 | -16 | 8 | 16 | 23 | -13
Cc1ccc(NC(=O)/C=C/c2ccc3c(c2)OCO3)cc1S(=O)(=O)N1CCOCC1 | 8 | 10 | -11 | -1 | -2 | -18 | 5 | -28
O=C(C1CCCCC1)N1CCc2ccccc21 | -2 | -25 | 1 | -8 | -9 | 7 | -8 | -24
COC(=O)c1c(NC(=O)C(=O)NCC2CCCO2)sc2c1CC(C)(C)OC2 (centres undefined) | 8 | 13 | 6 | 44 | 1 | -29 | 1 | 9
CC(=O)Nc1c(C)ccc([N+](=O)[O-])c1C | 5 | / | 4 | / | 4 | / | 10 | /
COc1ccc(NC(=O)CSCC(=O)Oc2c(OC)cccc2OC)cc1 | 1 | 2 | 3 | -6 | -5 | -17 | -2 | 5
CN(CCCC1CCCC1)C(=O)CC1C(=O)NCCN1Cc1ccc(F)cc1 (centres undefined) | 6 | 15 | 1 | 4 | 4 | 10 | -5 | -4
COc1ccc(C(=O)c2cnc[nH]2)cc1OC | 6 | -1 | 0 | -1 | -3 | 11 | -3 | 24
Cc1cc(NC(=O)NC(C(F)(F)F)C(F)(F)F)no1 | 11 | -3 | 0 | 6 | -5 | -6 | 0 | 28
O=C(CN(Cc1ccco1)Cc1cccs1)N1CCN(S(=O)(=O)c2cccc(F)c2)CC1 | 13 | -20 | 0 | 11 | 7 | -3 | 2 | 7
Cc1cc(NC(=O)CCC(=O)N(c2ccccc2)C(C(=O)NC2CCCC2)c2cccs2)no1 (centres undefined) | -16 | -9 | -6 | -2 | -6 | 15 | 5 | 4
CC1=C(C(=O)OCC2CCCO2)C(c2coc3ccccc3c2=O)C2=C(CCCC2=O)N1 (centres undefined) | -1 | -6 | 10 | 4 | 0 | 12 | -1 | 6
COc1ccc(OC)c(NC2c3ccccc3C(=O)N2Cc2ccc3c(c2)OCO3)c1 (centres undefined) | 15 | -7 | 5 | -5 | 0 | 13 | 12 | -11
CC1CCCCC12NC(=O)N(CC(=O)Nc1ccccc1F)C2=O (centres undefined) | 6 | 4 | 0 | 1 | -14 | 14 | 0 | -10
CNC(=O)CC(=O)Nc1ccccc1C(=O)O | 8 | -12 | 0 | -16 | -17 | -15 | -3 | -2
COc1ccc(C)cc1NC(=O)COC(=O)Cc1ccc(-c2ccccc2)cc1 | 8 | 6 | -1 | 3 | -6 | -5 | -8 | 21
O=C(Cc1cccc2ccccc12)NN1C(=O)CSC1=S | 20 | 11 | 21 | -4 | -4 | 21 | 5 | 17
CC(C)Oc1ccc(/C(O)=C2/C(=O)C(=O)N(CCN(C)C)C2c2ccco2)cc1 (centres undefined) | 15 | -28 | -1 | -13 | -3 | -3 | 5 | -21
COC(=O)c1c(-c2ccc(OC)cc2)oc2ccc(-c3ccc(OC)nc3)cc12 | -2 | 2 | 7 | 44 | 0 | -5 | 37 | -10
CCN(CC)S(=O)(=O)c1cccc(C(=O)Nc2cccnc2)c1 | 6 | -10 | -2 | -1 | 10 | -10 | 1 | -6
COc1cc(Br)c(CN2CCCN(C)CC2)cc1OC | 11 | -8 | 4 | 1 | 9 | 6 | -9 | -14
c1coc(-c2nnc(-c3cccs3)o2)c1 | -9 | -34 | 2 | 1 | -48 | -2 | 0 | -58
CC(C)(C)NC(=O)COC(=O)c1ccccc1Oc1ccccc1 | 9 | 12 | -2 | 6 | 3 | 32 | 0 | 12
c1ccc(-c2[nH]ncc2CN2CCc3ccccc3C2)cc1 | 3 | -7 | -6 | 6 | 6 | 10 | 8 | -2
CCOc1cc(C#N)ccc1OCC(=O)N1CCN(C(=O)c2cccs2)CC1 | 2 | -2 | 10 | 9 | 1 | 1 | 0 | 19
CCCCN(C)C(=O)c1c[nH]c2ccc(S(=O)(=O)N3CCOCC3)cc2c1=O | -3 | 7 | 4 | 3 | -1 | -16 | -1 | 6
CC(C)CC(NS(=O)(=O)c1ccc2c(c1)oc(=O)n2C)C(=O)NC1CCCc2ccccc21 (centres undefined) | -3 | -1 | 8 | -19 | -1 | 4 | -3 | -3
CCOC(=O)N1CCC(n2c(SCC(=O)Nc3nccs3)nc3ccsc3c2=O)CC1 | 9 | 7 | 3 | 4 | 18 | -1 | 0 | 12
COC(=O)C1CCN(S(=O)(=O)c2ccc(NC(C)=O)cc2)CC1 | 2 | 11 | 8 | -8 | 5 | -3 | -7 | -27

Profiles as entered above. Screens in order: CCR6 antag, Jurkat NFkB inh, CXCR6 block, UBC13 polyUb, Gli-Sufu block, APJ antag, EBI2 block, 697 NFkB inh
COC(=O)C1CCN(S(=O)(=O)c2ccc(NC(C)=O)cc2)CC1 is listed with 2, 11, 8, -8, 5, -3, -7, -27
COc1ccc(C)cc1NC(=O)COC(=O)Cc1ccc(-c2ccccc2)cc1 is listed with 8, 6, -1, 3, -6, -5, -8, 21

Next entries follow:
SMILES | CCR6 antag | Jurkat NFkB inh | CXCR6 block | UBC13 polyUb | Gli-Sufu block | APJ antag | EBI2 block | 697 NFkB inh
CN(C)C=Nc1ccccc1C1C=NNC1=O (centres undefined) | / | -1 | / | -9 | / | -15 | / | -1
COc1cccc(/C=N\NS(=O)(=O)c2ccccc2)c1OC | -4 | -22 | 2 | -1 | 8 | 14 | -12 | 2
CC(C)CN1Cc2ccccc2Oc2cc(Br)ccc2S1(=O)=O | 30 | / | -5 | / | -3 | / | 16 | 4
CCOC(=O)c1ccc2c(c1)nc(-c1ccc(F)cc1)c1nccn12 | 13 | 3 | -4 | 32 | 0 | 1 | 8 | -1
COc1ccc(NC(C)=O)cc1NC(C)C(=O)Nc1cccc(S(=O)(=O)N2CCOCC2)c1 (centres undefined) | -3 | 13 | 2 | -8 | -2 | 1 | -6 | -4
COc1ccc(C(=O)COC(=O)c2ccc3ccccc3n2)cc1 | -4 | 11 | 10 | -10 | -13 | 3 | -6 | 14
CCCC(=O)NC(=S)Nc1sc2c(c1C(N)=O)CCC2 | 37 | 0 | 15 | 6 | -16 | 33 | 3 | 0
NC1=NC2(CCCCC2)n2c(nc3ccccc32)N1 | 7 | -13 | -4 | 9 | 11 | -12 | -11 | -14
O=C(Nc1cc2cc([N+](=O)[O-])ccc2oc1=O)c1cccs1 | / | -17 | / | -10 | / | 6 | / | -17
CCN(CC(=O)NCc1ccc(Cl)cc1)C(=O)CSCC(=O)Nc1cccc(C)c1 | 12 | 10 | 9 | 8 | -18 | 11 | -4 | 13
Cc1cc(C)nc(N2CCCC(C(=O)Nc3nnc(C)s3)C2)n1 (centres undefined) | 3 | -1 | 4 | 13 | 0 | 8 | -15 | 12
O=c1cc(-c2ccccc2Cl)oc2c(NS(=O)(=O)c3ccccc3C(F)(F)F)ccc(O)c12 | 10 | -20 | 0 | -2 | -2 | 18 | 27 | 8
CCOC(=O)c1c(C)[nH]c(C)c1C(=O)CSc1nnc(-c2ccco2)n1Cc1ccccc1 | 19 | 2 | 0 | 10 | 8 | 15 | 0 | -12

Assay outcomes as filed in PubChem.
